KLF5 inh: KLF5 expression inhibitors, primary screen, DLD-1 cells, luminescence. DLD-1 KLF5 promoter-luciferase reporter. inhibition, % at 5 µM. 290,000 tested, 0.23% active;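 active means inhibition above a per-plate limit of that plate's mean compound inhibition plus 3 SD, cut at about 60% in these data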;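 further: 0% = DMSO wells and 100% = LY294002 at 200 µM; higher means less KLF5 promoter-driven luciferase light; inactives centre near -14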
aSyn 5UTR inh: MLPCN primary screen, SNCA 5' untranslated region; inhibition, % (tested at 7.5 µM); 300,000 tested, 0.82% active; alpha-synuclein 5'UTR reporter, inhibitor activity; in the data active means inhibition above about 60%;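 further: H4 neuroglioblastoma cells stably carrying SNCA 5'UTR luciferase fusion; 0% = DMSO wells and 100% = positive control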
GSK3A inh: blockers of GSK3A enzyme activity – biochemical, luminescence, cell-free homogeneous, HTS, primary screen. AID 2650, 2010. inhibition, % at 10 µM. 320,000 tested, 0.1% active. GSK-3 alpha kinase, ADP-Glo luminescence, 60 min;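 in the data active means inhibition above about 50%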;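 further: GST-tagged GSK-3 alpha with peptide substrate and 25 µM ATP; 0% = DMSO neutral wells and 100% = GW8510 positive control wells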
Target sequence (P49840 whole entry, looked up): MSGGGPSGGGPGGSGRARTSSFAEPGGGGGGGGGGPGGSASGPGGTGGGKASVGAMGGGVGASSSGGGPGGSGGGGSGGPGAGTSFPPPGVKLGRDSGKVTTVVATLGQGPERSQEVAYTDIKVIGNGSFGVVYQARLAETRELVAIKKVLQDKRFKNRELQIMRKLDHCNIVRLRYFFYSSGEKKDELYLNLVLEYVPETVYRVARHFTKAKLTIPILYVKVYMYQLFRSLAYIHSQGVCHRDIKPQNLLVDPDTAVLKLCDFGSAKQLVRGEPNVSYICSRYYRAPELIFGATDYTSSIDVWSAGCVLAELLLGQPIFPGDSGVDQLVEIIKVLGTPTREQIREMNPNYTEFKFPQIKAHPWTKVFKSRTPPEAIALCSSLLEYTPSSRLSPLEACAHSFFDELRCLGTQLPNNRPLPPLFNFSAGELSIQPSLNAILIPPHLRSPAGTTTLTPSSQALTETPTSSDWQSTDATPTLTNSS
PolyA inhibitor: polyadenylation inhibitors in yeast reporter cells, primary screen, luminescence, S. cerevisiae; S. cerevisiae SKY197-pL101 polyadenylation reporter, beta-gal luminescence; efflux-impaired pdr1/pdr3 knockout yeast; score 100 = 6 SD above DMSO; calls only at 12 µM; 300,000 tested, 0.02% active; AID 1875, 2009;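 active means lowest replicate activity score at least 50, where 100 means six control SD above control mean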;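 further: yeast exposed to compound for 9 h at 30 °C; higher score means more reporter readthrough which indicates perturbed polyadenylation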
HSF1 inhib: HSF1 inhibitors in luciferase reporter cells, primary screen, cell-based, NIH3T3, luminescence; 300,000 tested, 0.77% active; NIH3T3-HGL HSE-luciferase, MG132-induced, luminescence 8 h; stronger effect = lower value; activity change, negative = inhibition, % at 7.5 µM (by protocol);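 active means more than half of replicate wells show activity change below -50%, luminescence cut by over half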;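 further: luciferase reports HSF-1 transcriptional activity via heat shock element; 0% = median of DMSO wells and -100% = zero luminescence signal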
IEC-6 cytotox: cytotoxicity in IEC-6 intestinal epithelial cells, primary screen, cytotoxicity control for KLF5 inhibitor project, cell-based, luminescence; IEC-6 cytotoxicity, luminescence viability; inhibition, % at 5 µM; 290,000 tested, 0.78% active; in the data active means inhibition above about 22%;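 further: 0% = plate median of test compound wells and 100% = cytotoxic reference compound wells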
GSK3beta inhib: human GSK3beta kinase inhibitors, primary screen, biochemical, cell-free homogeneous, HTS | Glycogen synthase kinase-3 beta (Homo sapiens), P49841 | activity score (negative = inhibition), % at 10 µM | 300,000 tested, 0.038% active | AID 2097, 2009 | GST-GSK3beta kinase, ADP-Glo luminescence, 60 min; stronger effect = lower value;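 active means more than half of replicate wells score below -50%, meaning over 50% inhibition versus plate controls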;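 further: 0% = median DMSO wells and -100% = median GW8510 positive control wells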
Target sequence (P49841 whole entry, looked up): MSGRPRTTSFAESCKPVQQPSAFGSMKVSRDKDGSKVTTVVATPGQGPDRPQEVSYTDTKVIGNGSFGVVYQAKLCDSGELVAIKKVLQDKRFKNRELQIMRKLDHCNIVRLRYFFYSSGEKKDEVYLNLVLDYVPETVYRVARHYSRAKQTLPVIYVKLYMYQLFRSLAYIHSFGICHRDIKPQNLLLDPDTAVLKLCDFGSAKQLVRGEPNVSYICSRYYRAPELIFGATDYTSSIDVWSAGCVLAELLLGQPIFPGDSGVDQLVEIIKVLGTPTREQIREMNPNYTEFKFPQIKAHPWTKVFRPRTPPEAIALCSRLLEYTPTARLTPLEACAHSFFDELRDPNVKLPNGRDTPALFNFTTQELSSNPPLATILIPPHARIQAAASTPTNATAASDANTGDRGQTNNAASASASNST
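test system = GST-tagged human GSK3beta kinase, cell-free | reagent = 25 µM ATP with peptide substrate | dosing = one dose of 10 µM per compound | schedule = 60 min reaction, RT | detection = luminescent ADP-Glo measurement of ADP formed | control set = DMSO neutral wells and GW8510 at 20 µM as positive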
AI-2 QS mod: Vibrio harveyi AI-2 quorum sensing modulators, primary screen, JMH597 strain, luminescence/OD600 ratio; Vibrio harveyi JMH597 AI-2 luminescence/OD600 ratio, 9 h; stronger effect = lower value; strain lacks LuxN and CqsS sensors; 0 = neutral-control median; AID 2094, 2009; activity change, % at 7.5 µM; 300,000 tested, 0.4% active; in the data active means activity change below about -75%, passing the limit was not always enough;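 further: luminescence divided by OD600 gain over 9 h not by final OD600 alone; inactives centre near 13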
HSP90 inh: HSP90 inhibitors, primary screen, cell lysate, luminescence; Heat shock protein HSP 90 (rabbit reticulocyte lysate; luciferase refolding); Rabbit reticulocyte lysate, luciferase refolding luminescence, 3 h; inhibition, % at 5.6 µM; 290,000 tested, 0.91% active;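 active means inhibition above the screen-wide mean plus 3 SD, computed separately per campaign, cut at about 16% in these data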;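 further: 0% = DMSO wells and 100% = 60 µM geldanamycin wells; inhibitors lower the luminescence because luciferase stays unfolded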
HSF1 activator: HSF-1 activators, primary screen, NIH3T3-HGL cells, MG132 stress, luminescence, single point; NIH3T3-HGL HSF-1 luciferase reporter, 8 h; 100% = twice DMSO control signal; activation, % at 9 µM; 300,000 tested, 1.7% active;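 active means mean replicate activation of at least 50% with a set share of replicates each reaching 50%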;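 further: 0% = median of the neutral control wells and 100% = twice that signal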
Numbers without * were called inactive. Some of the compounds tested (hit frequency here may not be typical).

For Cc1ccc(-c2cc(=O)c3ccc(Cl)cc3[nH]2)cc1 the results were KLF5 inh -5, aSyn 5UTR inh -19, GSK3A inh 1, PolyA inhibitor inactive, HSF1 inhib 0, IEC-6 cytotox 1, GSK3beta inhib 1, AI-2 QS mod -10, HSP90 inh 6 and HSF1 activator 1.
Screening COc1cccc(-n2nnc3c(=O)n(Cc4ccc(F)cc4)cnc32)c1 returned KLF5 inh -4, aSyn 5UTR inh 23, GSK3A inh 4, PolyA inhibitor inactive, HSF1 inhib -3, IEC-6 cytotox 4, GSK3beta inhib 2, AI-2 QS mod 34, HSP90 inh 0 and HSF1 activator 7.
`COc1ccc(-c2nc(CSCC(=O)NC3CCN(Cc4ccccc4)CC3)c(C)o2)cc1OC` gave KLF5 inh -44, aSyn 5UTR inh -3, GSK3A inh 0, PolyA inhibitor inactive, HSF1 inhib 2, IEC-6 cytotox 0, GSK3beta inhib 0, AI-2 QS mod 8, HSP90 inh -2 and HSF1 activator 4.
COC(=O)c1ccc(C2/C(=C(/O)c3ccc4c(c3)CC(C)O4)C(=O)C(=O)N2Cc2ccncc2)cc1 (centres undefined) was read as KLF5 inh -49, aSyn 5UTR inh 19, GSK3A inh -4, PolyA inhibitor inactive, HSF1 inhib -2, IEC-6 cytotox -2, GSK3beta inhib 1, AI-2 QS mod 27, HSP90 inh -2 and HSF1 activator 9.
For Cc1nn(-c2ccccc2)c(N2CCCC2)c1/C=N/NC(=O)c1cc(-c2cccs2)nc2ccccc12 the results were KLF5 inh 0, aSyn 5UTR inh 18, GSK3A inh 2, PolyA inhibitor inactive, HSF1 inhib -4, IEC-6 cytotox 2, GSK3beta inhib 0, AI-2 QS mod 30, HSP90 inh -1 and HSF1 activator -6.
Screening CCc1ccccc1N(C(=O)CCC(=O)Nc1cc(C)on1)C(C(=O)NC1CCCC1)c1ccco1 (centres undefined) returned aSyn 5UTR inh 8, GSK3A inh -2, PolyA inhibitor inactive, HSF1 inhib 2, GSK3beta inhib 4, AI-2 QS mod 16 and HSF1 activator 26.
Screening CCOC(=O)N1CCC(NC(=O)c2cc(C(=O)Nc3ccc(OCC)cc3)ccc2CO)CC1 returned KLF5 inh -4, aSyn 5UTR inh 8, GSK3A inh -2, PolyA inhibitor inactive, HSF1 inhib 0, IEC-6 cytotox -5, GSK3beta inhib 15, AI-2 QS mod 16, HSP90 inh 1 and HSF1 activator -3.
COc1cc(/C=C2\SC(=S)N(NC(=O)c3ccc(O)cc3)C2=O)ccc1O was read as KLF5 inh -27, aSyn 5UTR inh -19, GSK3A inh 3, PolyA inhibitor inactive, HSF1 inhib 1, IEC-6 cytotox -3, GSK3beta inhib 1, AI-2 QS mod 7, HSP90 inh -4 and HSF1 activator 2.
For CC(C)C1Cc2c(sc3c2c(=O)n(Cc2ccccc2)c2nncn32)CO1 (centres undefined) the results were KLF5 inh -15, aSyn 5UTR inh 9, GSK3A inh -2, PolyA inhibitor inactive, HSF1 inhib -2, IEC-6 cytotox -2, GSK3beta inhib 0, AI-2 QS mod 20, HSP90 inh 1 and HSF1 activator 4.
Screening Nc1nc(SCc2c(F)cccc2Cl)[nH]c(=O)c1-c1ccccc1 returned KLF5 inh -1, aSyn 5UTR inh 2, PolyA inhibitor inactive, HSF1 inhib -1, IEC-6 cytotox 0, GSK3beta inhib -2, AI-2 QS mod 25, HSP90 inh 5 and HSF1 activator -9.

Overlap with the part before: two compounds, then new ones.
For CC(C)C1Cc2c(sc3c2c(=O)n(Cc2ccccc2)c2nncn32)CO1 (centres undefined) the results were KLF5 inh -15, aSyn 5UTR inh 9, GSK3A inh -2, PolyA inhibitor inactive, HSF1 inhib -2, IEC-6 cytotox -2, GSK3beta inhib 0, AI-2 QS mod 20, HSP90 inh 1 and HSF1 activator 4.
Screening Nc1nc(SCc2c(F)cccc2Cl)[nH]c(=O)c1-c1ccccc1 returned KLF5 inh -1, aSyn 5UTR inh 2, PolyA inhibitor inactive, HSF1 inhib -1, IEC-6 cytotox 0, GSK3beta inhib -2, AI-2 QS mod 25, HSP90 inh 5 and HSF1 activator -9.
Screening Cc1cc(NC(=O)C(C)C)ncc1NC(=O)c1cccc(F)c1 returned KLF5 inh -37, aSyn 5UTR inh -20, GSK3A inh 0, PolyA inhibitor inactive, HSF1 inhib 2, IEC-6 cytotox -9, GSK3beta inhib 1, AI-2 QS mod 25, HSP90 inh -2 and HSF1 activator 4.
For O=C1CC(c2ccccc2)n2nc(NC(=O)c3cccnc3)nc2N1 (centres undefined) the results were KLF5 inh -19, aSyn 5UTR inh -18, PolyA inhibitor inactive, HSF1 inhib -8, IEC-6 cytotox 4, GSK3beta inhib 0, AI-2 QS mod 18, HSP90 inh -3 and HSF1 activator -5.
`CCN(CC(=O)NCc1ccc(F)cc1)CC(O)COCc1cccc(OC)c1` (centres undefined) gave KLF5 inh 2, aSyn 5UTR inh -2, GSK3A inh 8, PolyA inhibitor inactive, HSF1 inhib -3, IEC-6 cytotox -4, GSK3beta inhib 2, AI-2 QS mod 3, HSP90 inh -1 and HSF1 activator -3.
For CCn1cc(C(=O)N2CCc3ccccc3C2)c(=O)c2cc(S(=O)(=O)N3CCCCC3)ccc21 the results were KLF5 inh 11, aSyn 5UTR inh 18, GSK3A inh -4, PolyA inhibitor inactive, HSF1 inhib -4, IEC-6 cytotox 2, GSK3beta inhib 0, AI-2 QS mod 22, HSP90 inh 3 and HSF1 activator 15.
`S=C(Nc1ccccc1)N1CCC(C2CCN(C(=S)Nc3ccccc3)CC2)CC1` gave KLF5 inh 1, aSyn 5UTR inh -2, GSK3A inh -2, PolyA inhibitor inactive, HSF1 inhib -7, IEC-6 cytotox -2, GSK3beta inhib -1, AI-2 QS mod 13, HSP90 inh 4 and HSF1 activator -2.
`Cc1ccc(C(=O)C2CCOC(C)(C)C2)cc1` (centres undefined) gave KLF5 inh -15, aSyn 5UTR inh -4, PolyA inhibitor inactive, HSF1 inhib -1, IEC-6 cytotox 1, GSK3beta inhib -7, AI-2 QS mod 10, HSP90 inh 3 and HSF1 activator 1.
`COc1cccc(C(=O)NNC(=O)C(=O)N2CCCCC2)c1` gave KLF5 inh -6, aSyn 5UTR inh 8, GSK3A inh 0, HSF1 inhib -1, IEC-6 cytotox -2, GSK3beta inhib 2, AI-2 QS mod 11, HSP90 inh -3 and HSF1 activator 8.
Screening CCn1c(=N)n(CC(O)COc2cccc(C)c2)c2ccccc21 (centres undefined) returned KLF5 inh -12, aSyn 5UTR inh 16, GSK3A inh 0, PolyA inhibitor inactive, HSF1 inhib -13, IEC-6 cytotox 0, GSK3beta inhib -4, AI-2 QS mod 23, HSP90 inh -3 and HSF1 activator -12.
`O=C(Nc1ccccc1)c1ccc(-c2ccccc2C(F)(F)F)o1` gave KLF5 inh -19, GSK3A inh 3, IEC-6 cytotox 3 and HSP90 inh 8.
Screening CC1(C)CC(=O)C=C(N2CCNCC2)C1 returned KLF5 inh -2, aSyn 5UTR inh 10, GSK3A inh -5, PolyA inhibitor inactive, HSF1 inhib -2, IEC-6 cytotox 5, GSK3beta inhib -1, AI-2 QS mod 14, HSP90 inh -1 and HSF1 activator 2.
For CC1(C)C/C(=N/Nc2ccc([N+](=O)[O-])cc2[N+](=O)[O-])C(C)(C)O1 the results were aSyn 5UTR inh 24, GSK3A inh 2, PolyA inhibitor inactive, HSF1 inhib -1, GSK3beta inhib -1, AI-2 QS mod 18 and HSF1 activator -1.
CCC1=C2CC[C@H]3C(=O)N(CC(=O)OC)C(=O)[C@H]3[C@H]2[C@@]2(C)C(=NCC(=O)OC)OC(=O)N2C1=O was read as aSyn 5UTR inh 19, GSK3A inh -1, PolyA inhibitor inactive, HSF1 inhib -5, GSK3beta inhib 0, AI-2 QS mod 19 and HSF1 activator 3.
For Fc1ccc2nc(Nc3nc4c(F)cccc4s3)sc2c1 the results were KLF5 inh 3, aSyn 5UTR inh -235, GSK3A inh -1, PolyA inhibitor inactive, HSF1 inhib 12, IEC-6 cytotox 4, GSK3beta inhib 1, AI-2 QS mod 5, HSP90 inh 3 and HSF1 activator 36.
For CC(=O)NCCCC(=O)NN1C(=S)N(Cc2ccccc2)C(=O)C1CC(=O)Nc1cccc(C)c1 (centres undefined) the results were KLF5 inh 19, aSyn 5UTR inh -12, GSK3A inh 0, PolyA inhibitor inactive, HSF1 inhib 5, IEC-6 cytotox -6, GSK3beta inhib -1, AI-2 QS mod 22, HSP90 inh 2 and HSF1 activator -2.
`CN(N)c1nc(N2CCCC2)nc(N2CCCC2)n1` gave aSyn 5UTR inh -15, GSK3A inh -4, PolyA inhibitor inactive, HSF1 inhib -5, GSK3beta inhib 3, AI-2 QS mod -5 and HSF1 activator -5.
For COc1ccc(-c2cccc(NC(=O)c3ccc4c(c3)OCO4)c2)nn1 the results were aSyn 5UTR inh -10, GSK3A inh 1, PolyA inhibitor inactive, HSF1 inhib -2, GSK3beta inhib 2, AI-2 QS mod 12 and HSF1 activator -3.
Screening Cc1cccc(-n2nnc3c(=O)n(Cc4ccccn4)cnc32)c1 returned KLF5 inh -11, aSyn 5UTR inh -53, GSK3A inh 3, PolyA inhibitor inactive, HSF1 inhib 0, IEC-6 cytotox -10, GSK3beta inhib 1, AI-2 QS mod 24, HSP90 inh 2 and HSF1 activator 22.
`CCOC(=O)N1CCN(S(=O)(=O)c2ccc3c(c2)CC(C)N3C(=O)C2CC2)CC1` (centres undefined) gave KLF5 inh -6, aSyn 5UTR inh 32, GSK3A inh -3, PolyA inhibitor inactive, HSF1 inhib 0, IEC-6 cytotox 3, GSK3beta inhib -1, AI-2 QS mod 11, HSP90 inh 1 and HSF1 activator -9.
Screening O=[N+]([O-])c1ccc(N2CCN(S(=O)(=O)c3ccccc3)CC2)c2cccnc12 returned KLF5 inh 28, aSyn 5UTR inh 36, GSK3A inh 3, PolyA inhibitor inactive, HSF1 inhib 5, IEC-6 cytotox -7, GSK3beta inhib -3, AI-2 QS mod 23, HSP90 inh -4 and HSF1 activator 0.
Screening CCOC(=O)N1CCN(C(=O)CSCC(=O)Nc2nc(-c3cccs3)cs2)CC1 returned KLF5 inh 13, aSyn 5UTR inh -36, GSK3A inh -1, PolyA inhibitor inactive, HSF1 inhib 10, IEC-6 cytotox -2, GSK3beta inhib -1, AI-2 QS mod 9, HSP90 inh 4 and HSF1 activator -13.

Screening results as filed in PubChem.
